# Compound activity as filed in PubChem.
# USP1-UAF1 inh: USP1/UAF1 (human) deubiquitinase inhibition; recombinant USP1/UAF1, Ub-Rhodamine cleavage fluorescence; Potency, µM (highest dose often 57.1 µM), inactives show at the highest dose activity change, negative = inhibition, usual class: inhibitors; actives 0.23% (n = 390,000); also: potency is read from the fitted curve at half-maximal effect; % is scaled to controls: 0 for no effect and ±100 for the full control effect; nearly all actives have a fitted effect of over 60% in size; inactives centre near -12
#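 1 nM enzyme complex + cpd, 15 min RT; start with Ub-Rho 150nM final; kinetic fluorescence ex 480/em 540, 6 reads q60 s. Buffer 50mM HEPES pH 7.8, 0.5mM EDTA, 0.1 mg/ml BSA, 1mM TCEP, 0.01% Tween-20.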
# Glioma ERSR ind: induces the endoplasmic reticulum stress response in human glioma cells. U87-MG GRP78 promoter luciferase reporter, 16 h. Potency, µM, for the others: at the highest dose activation, actives largely listed as activators. actives 0.02% (n = 420,000). AID 602332; also: potency is read from the fitted curve at half-maximal effect; series mostly up to about 76 µM; % of control where 0% means no effect; nearly all actives have a fitted effect of over 35% in size
#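 Stably transfected U87-MG human glioma cells carrying a GRP78-based luminescent sensor were seeded at 1000 cells/well, pin-dosed with compounds and incubated 16 h. Luciferase reagent was then added, and end-point luminescence was read after 10 min at room temperature.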
# Vif-APOBEC3F blk: inhibitors of Vif-A3F interaction | HeLa A3F-eYFP + Vif (tagged APOBEC3F with the HIV-1 protein that degrades it), YFP fluorescence increase | Potency, µM (highest dose often 46.1 µM), inactives show at the highest dose activity, negative = active | actives 0.2% (n = 390,000) | AID 602313; also: potency is read from the fitted curve at half-maximal effect; % of control where 0% means no effect; nearly all actives have a fitted effect of over 65% in size
#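 HeLa cells stably expressing Vif plus C-terminally eYFP-tagged A3F were seeded, incubated overnight at 37 deg C, dosed with compound, incubated overnight again at 37 deg C. Yellow fluorescence (Ex 488/Em 500-530) reported blocked Vif-mediated A3F-eYFP degradation.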
# LDHA block: blocks human lactate dehydrogenase A; P00338; purified LDHA, NADH/diaphorase-resazurin fluorescence; stronger effect = lower value; activity change, % (values are at about 110 or 230 µM); actives 0.15% (n = 480,000); in the data active = activity change below about -30%; inconclusive = mostly about -25% to -30%;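 also: plate controls were DMSO wells for no effect and wells without enzyme for full effect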
#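 Human LDH5 (2 nM) was incubated with 0.06 mM NADH and 0.2 mM pyruvate for 5 min at room temperature in Tris pH 7.4. Remaining NADH was coupled through diaphorase/resazurin, and resorufin fluorescence was read at 0 and 20 min.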
# TrxR1 substrate: substrates of rat thioredoxin reductase 1. purified TrxR1 substrate turnover, NADPH consumption readout. AID 588456. O89049. actives 0.01% (n = 390,000). Potency, µM (titrated, usually from 114 µM), inactives show at the highest dose activity change, negative = substrate turnover; also: potency is read from the fitted curve at half-maximal effect; % is scaled to controls: 0 for no effect and ±100 for the full control effect; nearly all actives have a fitted effect of over 50% in size
# Target sequence (O89049 whole entry, looked up): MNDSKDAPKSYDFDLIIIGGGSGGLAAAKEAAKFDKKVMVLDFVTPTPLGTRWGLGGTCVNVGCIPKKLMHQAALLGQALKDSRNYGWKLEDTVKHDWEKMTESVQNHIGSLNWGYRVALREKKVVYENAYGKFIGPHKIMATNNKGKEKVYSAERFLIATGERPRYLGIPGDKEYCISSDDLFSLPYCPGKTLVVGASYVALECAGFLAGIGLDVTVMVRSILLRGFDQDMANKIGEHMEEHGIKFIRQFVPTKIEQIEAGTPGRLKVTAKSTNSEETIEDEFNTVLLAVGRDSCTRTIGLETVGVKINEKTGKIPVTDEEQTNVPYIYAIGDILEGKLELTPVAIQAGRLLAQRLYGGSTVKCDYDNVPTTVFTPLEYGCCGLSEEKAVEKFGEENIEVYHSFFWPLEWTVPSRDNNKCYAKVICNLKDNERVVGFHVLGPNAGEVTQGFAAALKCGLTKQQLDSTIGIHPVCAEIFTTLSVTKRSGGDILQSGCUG
#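 Rat TrxR1, dispensed at 90 nM, was prereduced with 400 uM NADPH (final) for 5 min at ~22 deg C, then incubated with compound 15 min before 400 uM selenite. A first-read NADPH fluorescence drop versus no-compound background flagged substrates.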
# IDH1 R132H inh: blocks human mutant IDH1 R132H enzyme. actives 0.093% (n = 390,000). AID 602179. O75874. Potency, µM (top dose mostly 76.6 µM), for the others: at the top dose activity change, negative = inhibition, actives largely listed as inhibitors. IDH1-R132H enzyme, NADPH consumption, diaphorase/resazurin fluorescence; also: potency is read from the fitted curve at half-maximal effect; % is scaled to controls: 0 for no effect and ±100 for the full control effect; nearly all actives have a fitted effect of over 65% in size
# Target sequence (O75874 whole entry R132H, stated change not applied): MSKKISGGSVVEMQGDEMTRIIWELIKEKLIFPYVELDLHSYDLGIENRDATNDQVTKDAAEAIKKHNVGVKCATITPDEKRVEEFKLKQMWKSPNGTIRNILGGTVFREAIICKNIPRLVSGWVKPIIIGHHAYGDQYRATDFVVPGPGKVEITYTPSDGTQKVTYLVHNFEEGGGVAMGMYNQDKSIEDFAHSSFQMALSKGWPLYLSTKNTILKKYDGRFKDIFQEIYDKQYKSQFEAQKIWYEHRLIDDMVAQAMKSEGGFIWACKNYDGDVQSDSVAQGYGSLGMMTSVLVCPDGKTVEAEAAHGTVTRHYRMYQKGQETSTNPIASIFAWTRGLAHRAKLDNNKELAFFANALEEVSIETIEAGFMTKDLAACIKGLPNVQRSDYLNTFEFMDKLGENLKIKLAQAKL
#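 IDH1-R132H (0.5 ug/mL) preincubated 30 min with compound, then NADPH (0.016 mM) and alpha-KG (2 mM) added; 80 min at RT, pH 7.5. Remaining NADPH coupled via diaphorase/resazurin to fluorescence (540/590 nm); concentration-response curves normalized to no-enzyme control.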
# TrxR1 inh: inhibitors of rat thioredoxin reductase 1; O89049; recombinant rTrxR1, NADPH fluorescence consumption, selenite substrate; Potency, µM (top dose mostly 114 µM), for the others: top-dose activity change, negative = inhibition, usual class: inhibitors; actives 1% (n = 390,000); AID 588453; also: potency is read from the fitted curve at half-maximal effect; % is scaled to controls: 0 for no effect and ±100 for the full control effect; nearly all actives have a fitted effect of over 65% in size
#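 Rat TrxR1 (90 nM in the dispensed reagent) was pre-reduced with 400 uM NADPH for 5 min at room temperature, then incubated with compound for 15 min. After 400 uM selenite was added, NADPH fluorescence (Ex 340/Em 450 nm) was followed for 8 min.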
# RGS4 inhibitor: blocks human RGS4-accelerated GTP hydrolysis; actives 0.039% (n = 390,000); Potency, µM (doses to about 114 µM), without a hit: at the top dose activity change, negative = inhibition, most hits filed as inhibitors; P49798; AID 504845; Transcreener GDP fluorescence polarization, RGS4-accelerated GTP hydrolysis; also: potency is read from the fitted curve at half-maximal effect; % is scaled to controls: 0 for no effect and ±100 for the full control effect; nearly all actives have a fitted effect of over 75% in size; some results filed as inactive show a strong effect at the top dose
#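 MLSMR compounds (23 nl, pin-transferred) preincubated 10 min at room temperature with a 500nM (2x) first reagent, then RGS4 at 900nM (2x) plus Transcreener GDP mix added; fluorescence polarization (620/688 nm) read before and after 90 min at 30 °C.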
# Vif-A3G inh: Vif-A3G binding inhibition | HeLa A3G-eYFP + Vif (tagged APOBEC3G with the HIV-1 protein that degrades it), YFP fluorescence, overnight | Potency, µM (titrated, usually from 46.1 µM), for inactives: at the highest dose activity, negative = active, usual class: inhibitors | AID 602310 | actives 0.076% (n = 410,000) | Q9HC16;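 also: potency is read from the fitted curve at half-maximal effect; % is scaled to controls: 0 for no effect and ±100 for the full control effect; nearly all actives have a fitted effect of over 60% in size; hits raise eYFP signal because A3G escapes Vif-driven loss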
#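 Read-out is eYFP fluorescence (Ex 488/Em 500-530) from Vif-expressing HeLa A3G-eYFP cells; more signal means A3G escaped Vif-mediated degradation. Cells plated overnight, compound pinned in, incubated overnight at 37 deg C.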
# The depositor's hits bear a star; ? = inconclusive; · = no result given; [ ] = dose if it differs, or a comment. Unless noted, calls follow the shape of the dose curve; as a rule, active = well fitted curve in the direction sought with a large enough effect; inconclusive = small, poorly fitted or top-dose-only effect, or another doubt; inactive = no such curve, though single readings can be large; an effect the other way counts as inactive or inconclusive.
Structure | USP1-UAF1 inh | Glioma ERSR ind | Vif-APOBEC3F blk | LDHA block | TrxR1 substrate | IDH1 R132H inh | TrxR1 inh | RGS4 inhibitor | Vif-A3G inh
O=C(COc1ncnc2ccccc12)Nc1cccc(S(=O)(=O)N2CCOCC2)c1 | -17% | -7% | 8% | -4 | -8% | 3% | -11% | -2% | 0%
CCOC(=O)Cc1csc(NS(=O)(=O)c2ccc(NC(C)=O)cc2)n1 | -18% | -1% | -13% | 1 | 1% | 12% | 1% | -15% | 0%
CN(CC(=O)Nc1cccc(F)c1)C(=O)c1ccc(N2CCOCC2)c([N+](=O)[O-])c1 | -12% | -3% | 2% | -8 | -1% | 10% | 10% | 8% | 1%
COC(=O)c1c(C)[nH]c(C(=O)C(C)OC(=O)c2ccco2)c1C (stereo not drawn) | -22% | -4% | 2% | -2 | -2% | -8% | 10% | -13% | 1%
CCOc1ccc(-c2cc(NC(=O)c3c(F)cccc3F)c(C(=O)OC)s2)cc1 | -3% | -3% | 6% | 1 | 4% | 22% | 6% | -7% | 4%
Cc1c(/C=N/N=C2\CCC3C4CCc5cc(O)ccc5C4CCC23C)cnn1C (stereo not drawn) | -6% | -5% | -1% | -8 | 2%[57.1 µM] | 0% | 0% | -45% | -11%
CCOC(=O)COc1coc(CN2CCN(c3ccccc3)CC2)cc1=O | -3% | -2% | -1% | -10 | -12% | -8% | -7% | 30%[11.4 µM] | 1%
Cn1cnnc1SCC(=O)Nc1ccccc1Sc1ccccc1 | 0% | 1% | 8% | -10 | -7% | 9% | -1% | 18% | -3%
COC(=O)c1cc(C#N)c(OC(C)C)nc1C | -11% | 2% | -4% | -7 | -9% | -2% | -9% | 7% | -2%
COC(=O)c1cc(S(=O)(=O)Nc2nn(C)c3ccccc23)oc1C | -11% | -2% | 1% | -5 | 0%[57.1 µM] | 4% | 5%[57.1 µM] | 8% | 1%
O=C(c1cccc(C(F)(F)F)c1)N1CCN(S(=O)(=O)c2ccc(Cl)s2)CC1 | -12% | -2% | 3% | 0 | -8% | 6% | -7% | 11% | 0%
CN1C(=O)/C(=C\c2ccco2)N=C1c1ccc(Cl)cc1Cl | -10% | 1% | 0% | -3 | -2% | -4% | 9% | 16% | -2%

# Reprinted at random: 5 entries already listed, in no set order.
Structure | USP1-UAF1 inh | Glioma ERSR ind | Vif-APOBEC3F blk | LDHA block | TrxR1 substrate | IDH1 R132H inh | TrxR1 inh | RGS4 inhibitor | Vif-A3G inh
Cc1c(/C=N/N=C2\CCC3C4CCc5cc(O)ccc5C4CCC23C)cnn1C (stereo not drawn) | -6% | -5% | -1% | -8 | 2%[57.1 µM] | 0% | 0% | -45% | -11%
CN(CC(=O)Nc1cccc(F)c1)C(=O)c1ccc(N2CCOCC2)c([N+](=O)[O-])c1 | -12% | -3% | 2% | -8 | -1% | 10% | 10% | 8% | 1%
COC(=O)c1c(C)[nH]c(C(=O)C(C)OC(=O)c2ccco2)c1C (stereo not drawn) | -22% | -4% | 2% | -2 | -2% | -8% | 10% | -13% | 1%
CCOc1ccc(-c2cc(NC(=O)c3c(F)cccc3F)c(C(=O)OC)s2)cc1 | -3% | -3% | 6% | 1 | 4% | 22% | 6% | -7% | 4%
COC(=O)c1cc(C#N)c(OC(C)C)nc1C | -11% | 2% | -4% | -7 | -9% | -2% | -9% | 7% | -2%

# (cont.)
Structure | USP1-UAF1 inh | Glioma ERSR ind | Vif-APOBEC3F blk | LDHA block | TrxR1 substrate | IDH1 R132H inh | TrxR1 inh | RGS4 inhibitor | Vif-A3G inh
Cc1ccccc1OCC(=O)NN1C(=O)C2C3C=CC(O3)C2C1=O (stereo not drawn) | -2% | 1% | 23% | -3 | -5%[57.1 µM] | -3% | 32µM* | -29% | 0%
CCOC(=O)c1cccc(NC(=O)Cn2cnc3nc4c(cc3c2=O)CCCC4)c1 | -15% | -4% | 1% | 2 | 1%[57.1 µM] | -5% | 3%[57.1 µM] | -11% | -9%
CCCN(C(=O)c1nc2nc(C)cc(C)n2n1)c1c(N)n(Cc2ccccc2)c(=O)[nH]c1=O | -23% | -3% | 0% | 0 | 10% | 13% | 19% | 9% | -5%
Cc1nnc(SCC(=O)Nc2ccc(F)cc2)n(N)c1=O | -20% | -3% | 4% | -2 | 3% | 1% | 15% | -6% | 0%
CCN1CCN(C(=S)c2ccc(SC)cc2)CC1 | -10% | -4% | 1% | -11 | 1% | 8% | 4% | ? | 1%
CC1CCN(S(=O)(=O)c2nnc(NC(=O)COc3ccccc3F)s2)CC1 | 2% | -6% | -3% | -17 | 6%[57.1 µM] | -8% | 11%[57.1 µM] | 12% | 4%
COc1cc(C(=O)N/N=C/c2ccccn2)cc(OC)c1OC | -2% | -3% | -8% | 8 | -1% | -4% | -1% | 15% | ?
Cn1c2cc(C#N)sc2c2cnn(Cc3ccc(F)cc3)c(=O)c21 | · | -3% | 3% | 1 | -2% | · | 12% | -5% | 0%
Oc1c(C(c2ccccc2)N2CCN(Cc3ccccc3)CC2)sc2nc(-c3ccco3)nn12 (stereo not drawn) | -20% | -4% | 11% | -8 | 9%[57.1 µM] | -16% | 30%[57.1 µM] | 18% | 6%
[O-][n+]1onc2c1CCc1nnccc1-2 | 0% | -4% | 0% | 1 | 5% | -8% | 0% | 16% | 1%
CCOc1ccc(NS(=O)(=O)c2ccc(C(=O)NCC(C)(C)N3CCOCC3)cc2)cc1 | -11% | -5% | -16% | -1 | -17% | -6% | -21% | -3% | 3%
Cc1nc2sc(C(N)=O)c(N)c2c(C)c1CC(=O)c1ccccc1 | -23% | 9% | 1% | -2 | -7%[57.1 µM] | -3% | -6% | -43% | -3%

# New compounds follow
# Below each compound: USP1-UAF1 inh | Glioma ERSR ind | Vif-APOBEC3F blk | LDHA block | TrxR1 substrate | IDH1 R132H inh | TrxR1 inh | RGS4 inhibitor | Vif-A3G inh
Cc1ccc(Nc2cccc(C(F)(F)F)c2)nn1
    3% | -4% | -15% | -3 | 0%[57.1 µM] | 11% | -3%[57.1 µM] | 17% | 1%
Cc1ccc(S(=O)(=O)N2[C@@H](c3cccc(Cl)c3)C(C(=O)O)=CC[C@H]2c2cccs2)cc1
    -32% | -4% | 7% | -9 | 6%[57.1 µM] | -14% | 12%[57.1 µM] | 4% | 2%
O=C(CN1CCN(S(=O)(=O)c2ccc(F)cc2)CC1)Nc1ccccc1F
    -11% | -6% | -5% | -2 | -1%[57.1 µM] | 4% | 3%[57.1 µM] | -2% | -3%
COc1ccc(C(=O)C(C)OC(=O)c2cccc(S(=O)(=O)Nc3cc(Cl)c(OC)cc3OC)c2)cc1 (stereo not drawn)
    -17% | -4% | 0% | -2 | -7% | 3% | 8% | ? | 2%
O=C1CCc2cc(S(=O)(=O)NCc3ccccc3Cl)ccc2N1
    -11% | -3% | 4% | -4 | 5% | 2% | 7% | -10% | -1%
CC1CCCCC1NC(=O)c1cc(S(=O)(=O)N2CCOCC2)ccc1Cl (stereo not drawn)
    -16% | -1% | -1% | -3 | 7%[57.1 µM] | 2% | -3%[2.29 µM] | 10% | 1%
CCN(C(=O)CSc1nnc(Nc2ccc(OC)cc2)s1)C1CCS(=O)(=O)C1 (stereo not drawn)
    -6% | -1% | 9% | -7 | -3% | 3% | 12% | -41% | -1%
CC(=O)Nc1ccc(-n2c(CCC(=O)O)ccc2-c2ccc(C)cc2)cc1
    -23% | · | · | -10 | -1% | · | ? | -6% | ·
Cc1cc(C(F)(F)F)c2c(C)nn(-c3ccccc3)c2n1
    -8% | -2% | -13% | -3 | 20% | 10% | 34% | 14% | 0%
Nn1c(SCC(=O)NC2CCCCC2)nnc1-c1ccccc1
    -15% | -6% | · | -5 | 12% | 3% | 29% | -12% | 0%
S=C(N/N=C/c1ccccc1Cl)Nc1cccc(Cl)c1Cl
    -5% | -4% | -8% | -17 | -5% | 0% | 4% | 24% | -11%
Cc1cc(Br)c(NC(=O)CN2C(=O)NC3(CCOc4ccccc43)C2=O)c(Br)c1 (stereo not drawn)
    -4% | -1% | 4% | -5 | · | -3% | · | · | -6%
CCOC(=O)c1c(CNc2ccncc2)n(C)c2cc(Br)c(O)cc12
    -11% | 0% | 8% | -1 | -4% | -6% | 1% | 16%[56.9 µM] | 2%
COc1ccc(NC(=O)Cc2ccc(C)cc2)cc1S(=O)(=O)N1CCCCC1
    -23% | -4% | 1% | 0 | -6% | 0% | 20% | -49% | 1%
COc1ccccc1C(=O)Nc1ccc2nc(SCC(=O)N(C)C)sc2c1
    -14% | -3% | -5% | -10 | -1% | -6% | 7% | -3% | -1%
O=C(Nc1ccccc1NC(=O)c1ccccc1F)c1ccccc1F
    -22% | -1% | -9% | -10 | -3% | -7% | 10% | -18%[56.9 µM] | -10%
Cc1ccsc1C1Nc2ccccc2C(=O)N1O (stereo not drawn)
    -15% | 6% | 3% | -1 | 5%[0.457 µM] | 2% | 11%[0.457 µM] | -3% | 1%

# These rows are one share of the data (hit frequency here may not be typical).
